Screening data from PubChem BioAssay.
Epigenetic reg – Quantitative High-Throughput Screen for Regulators of Epigenetic Control | murine LDR cells, GFP reporter derepression, 30 h | Potency, µM (titrated, usually from 53.9 µM), for the others: top-dose GFP activation, most hits filed as activators | 280,000 tested, 0.2% active; note: % of control where 0% means no effect; nearly all actives have a fitted effect of over 60% in size
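GFP-positive cell count by laser-scanning cytometry (objects 20–120 um) after 30 h, 37 C compound exposure of murine LDR cells; reporter is CMV-GFP integrated at a silenced locus, inducible by HDAC or DNMT inhibitors.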
NPSR antagonist – qHTS Assay for Antagonists of the Neuropeptide S Receptor: cAMP Signal Transduction; Q6W5P4; CHO-NPSR cells, cAMP TR-FRET, antagonist mode; Potency, µM (doses to about 38.3 µM), for inactives: at the top dose activity change, negative = inhibition, most hits filed as inhibitors; 220,000 tested, 1% active; note: % is set by controls: 0 for no effect and ±100 for the full control effect; nearly all actives have a fitted effect of over 50% in size; many of its hits are not listed in these tables
Target sequence (Q6W5P4 whole entry, looked up): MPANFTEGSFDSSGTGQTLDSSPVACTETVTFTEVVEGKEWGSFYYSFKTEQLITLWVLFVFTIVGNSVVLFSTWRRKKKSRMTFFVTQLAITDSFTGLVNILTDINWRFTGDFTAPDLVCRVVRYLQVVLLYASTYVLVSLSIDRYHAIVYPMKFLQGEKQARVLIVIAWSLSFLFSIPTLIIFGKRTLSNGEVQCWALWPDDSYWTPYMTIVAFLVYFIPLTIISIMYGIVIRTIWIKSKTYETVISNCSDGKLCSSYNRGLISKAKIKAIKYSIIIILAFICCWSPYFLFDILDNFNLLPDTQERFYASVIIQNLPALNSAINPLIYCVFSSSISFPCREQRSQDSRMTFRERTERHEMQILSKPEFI
JMJD2E inh – qHTS Assay for Inhibitors of Human Jumonji Domain Containing 2E (JMJD2E); Lysine-specific demethylase 4E (Homo sapiens), B2RXH2; JMJD2E catalytic domain, FDH-coupled NADH fluorescence (FDH is formaldehyde dehydrogenase); Potency, µM (top dose mostly 57.1 µM), for the others: at the highest dose activity change, negative = inhibition, most hits filed as inhibitors; 230,000 tested, 1.6% active; AID 2147, 2009; active = well fitted inhibition curve with a large enough effect, not every such curve was filed as active; inconclusive = small, poorly fitted or top-dose-only effect, or another doubt; inactive = no such curve, though single readings can be large or run the other way;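 note: 0% = wells with enzyme and -100% = buffer wells without enzyme; nearly all actives have a fitted effect of over 50% in size; many of its hits are not listed in these tables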
Target sequence (B2RXH2 1-337 limits assumed): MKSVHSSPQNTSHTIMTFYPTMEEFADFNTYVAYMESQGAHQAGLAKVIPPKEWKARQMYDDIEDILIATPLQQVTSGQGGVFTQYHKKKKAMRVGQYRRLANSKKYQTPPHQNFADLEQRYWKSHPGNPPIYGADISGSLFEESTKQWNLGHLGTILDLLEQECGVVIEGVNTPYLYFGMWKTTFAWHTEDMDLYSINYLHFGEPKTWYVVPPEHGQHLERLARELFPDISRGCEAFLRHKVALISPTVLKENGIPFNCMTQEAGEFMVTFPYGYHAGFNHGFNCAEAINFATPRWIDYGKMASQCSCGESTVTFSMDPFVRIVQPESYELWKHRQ
SMN2 splice enh – qHTS Assay for Enhancers of SMN2 Splice Variant Expression; Potency, µM (top dose mostly 46.1 µM), for the others: at the top dose activity change, positive = activation, most hits filed as activators; HEK293 SMN2-luciferase splicing reporter, luminescence, 30-36 h; AID 1458, 2008; 210,000 tested, 2.8% active; note: % of control where 0% means no effect; nearly all actives have a fitted effect of over 55% in size
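HEK293 cells carry an SMN2 […]–luciferase reporter in which exon 7 inclusion puts luciferase in frame. Cells were plated 10-12 h before compound addition, then incubated 30-36 h at 37C. ONE-Glo luminescence was read; sodium butyrate at 4.5 mM final served as control.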
IMPase Li cell – qHTS Assay for Identifying the Cell-Membrane Permeable IMPase Inhibitors: Potentiation with Lithium; CHO-M1 cells, IP1 TR-FRET (IP-One), carbachol + lithium; Potency, µM (top dose mostly 59.4 µM), for inactives: top-dose activity, negative = IMPase inhibition, usual class: inhibitors; 210,000 tested, 0.35% active;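 note: IP1 builds up when IMPase is blocked and the TR-FRET signal falls; plate controls were basal vehicle for no effect and high inhibitor control for full effect; nearly all actives have a fitted effect of over 50% in size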
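Concentration–response in CHO-M1 cells, lithium-potentiated; 30 min at 37C. IP1 detected by competitive TR-FRET after 10 min lysis at RT. Hill-fitted AC50.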
RGS12 GoLoco inh – qHTS Assay for Inhibitors of RGS12 GoLoco Motif Activity (Red Fluorophore) | Guanine nucleotide-binding protein G(i) subunit alpha-1 (Homo sapiens), P63096 | Gai1:RGS12 GoLoco peptide FP, rhodamine, 10 min | Potency, µM (titrated, usually from 61.6 µM), without a hit: top-dose activity, negative = inhibition, hits mostly inhibitors | 230,000 tested, 0.44% active | AID 880, 2007; active = well fitted inhibition curve with a large enough effect, not every such curve was filed as active; inactive = no such curve, though single readings can be large or run the other way; note: % is set by controls: 0 for no effect and ±100 for the full control effect; nearly all actives have a fitted effect of over 30% in size; many of its hits are not listed in these tables
Target sequence (P63096 whole entry, looked up): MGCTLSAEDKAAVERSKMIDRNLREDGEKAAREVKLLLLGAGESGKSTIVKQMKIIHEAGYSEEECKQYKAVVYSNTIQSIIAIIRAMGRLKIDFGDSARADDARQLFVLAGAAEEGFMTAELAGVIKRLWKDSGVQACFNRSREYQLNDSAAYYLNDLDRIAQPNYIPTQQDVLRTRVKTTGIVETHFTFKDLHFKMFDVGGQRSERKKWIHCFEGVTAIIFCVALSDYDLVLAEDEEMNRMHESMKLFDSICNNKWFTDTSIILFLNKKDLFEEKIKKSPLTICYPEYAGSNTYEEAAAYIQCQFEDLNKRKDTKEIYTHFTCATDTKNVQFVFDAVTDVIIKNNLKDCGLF
RECQ1 helicase – qHTS Assay for Inhibitors of RecQ-Like Dna Helicase 1 (RECQ1); RECQ1 DNA unwinding, red fluorescence kinetic read; 240,000 tested, 0.54% active; ATP-dependent DNA helicase Q1 (Homo sapiens), P46063; Potency, µM (series often up to 57.3 µM), inactives show top-dose activity, negative = inhibition, actives largely listed as inhibitors; AID 2549, 2010;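 note: plate controls were vehicle for no effect and no enzyme for full effect; nearly all actives have a fitted effect of over 30% in size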
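50 nM RECQ1T1 preincubated 15 min with compound in Tris pH 8.0 buffer with MgCl2, DTT, Tween-20 and 2.5 ug/ml poly(dI-dC); started with 200 nM TAMRA/BHQ-2 forked duplex and 2 mM ATP. Unwinding read as fluorescence (525/598 nm), two reads 2 h apart.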
KinaseGlo FLuc – Counterscreen for Luciferase (Kinase-Glo TM) Inhibition; Kinase-Glo luciferase, ATP luminescence, 8 min; 200,000 tested, 0.28% active; Potency, µM (top dose mostly 38.3 µM), inactives show at the top dose activity change, negative = inhibition, actives largely listed as inhibitors; Luciferin 4-monooxygenase (Photuris pensylvanica), Q27757; note: % is set by controls: 0 for no effect and ±100 for the full control effect; nearly all actives have a fitted effect of over 60% in size
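Compound is pinned into ATP-containing buffer (10 uM ATP, imidazole pH 7.2, 7 mM MgCl2). Kinase-Glo luciferase reagent is then added. Light output is recorded following an 8-min room-temperature incubation.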
* hit, by the source's call; i = inactive; u = inconclusive; x = not tested or not shown; [ ] = another dose, or the depositor's remark. Unless noted, calls come from the whole dose curve; as a rule, active = well fitted curve in the direction sought with a large enough effect; inconclusive = small, poorly fitted or top-dose-only effect, or another doubt; inactive = no such curve, though single readings can be large; an effect the other way counts as inactive or inconclusive. Potency is the fitted concentration of half-maximal effect.

SMILES | Epigenetic reg | NPSR antagonist | JMJD2E inh | SMN2 splice enh | IMPase Li cell | RGS12 GoLoco inh | RECQ1 helicase | KinaseGlo FLuc
CNC(=O)COC(=O)c1ccccc1Nc1ccccc1 | -2.6% | 13% | 29% | 20% | 3% | 13% | i | 0%
O=C(CSc1ncnc2c1nnn2Cc1ccccc1)NC1CCCC1 | -2.2% | -36% | -16% | -14% | 2% | -7% | -7% | -2%
O=C(c1ccccc1)N1CCCCC(S(=O)(=O)c2ccc3ccccc3c2)C1=O (stereo unspecified) | 0.1% | -21%[46.1 µM] | -4% | 2% | 0%[38.3 µM] | 9% | 8% | 0%
Cc1oc2c(CN(C)C)c(O)ccc2c(=O)c1-c1cscn1 | -1.9% | -4%[46.1 µM] | u | -18% | -18%[38.3 µM] | 8% | 12% | -7%
CN(N)C(=S)NCc1ccccc1 | 0.0% | -1%[46.1 µM] | 4% | 4% | 3%[38.3 µM] | 2% | i | -5%
CCN1CCN(C(=O)c2ccc3c(c2)N(Cc2ccc(F)cc2)C(=O)c2ccccc2S3=O)CC1 (stereo unspecified) | 2.0% | -7%[46.1 µM] | -4% | 10% | 12% | -3% | -3% | -1%
Cc1ccc(C(=O)CCNc2cccc(Br)c2)o1 | -1.4% | -9%[46.1 µM] | 2% | -9% | 15%[38.3 µM] | 6% | -7% | 1%
CCOc1ccccc1CN1CCN(Cc2nc3ccccc3s2)CC1CCO (stereo unspecified) | 5.1% | 0% | 11% | -15% | 11% | -1% | 4% | 3%
O=C1NC(=O)/C(=C/c2ccc(O)cc2)S1 | -2.7% | -29% | -14% | x | 9% | -1% | -5% | 4%
COc1ccc(-c2[nH]ncc2CN2CCC(OCc3ccccn3)CC2)c(F)c1 | 2.1% | 10% | 3% | x | x | 3% | i | x
CCCC1=C(C(=O)OCC)C(c2ccco2)n2ncnc2N1 (stereo unspecified) | -1.4% | 7% | -5% | x | x | 10% | 3% | x
CCOC(=O)c1ccc(CNS(=O)(=O)c2c(C)ccc3nsnc23)o1 | -2.1% | -5%[46.1 µM] | -5% | 7% | 9%[38.3 µM] | 1% | i | 2%
O=c1cc(CSc2nnc(C3CC3)n2Cc2ccccc2)nc2sccn12 | -0.2% | 6% | u | 9% | 9% | -2% | i | 1%
Cc1ccccc1NC(=O)COc1nsnc1N1CCOCC1 | -1.6% | 7%[46.1 µM] | 1% | 19% | -16%[38.3 µM] | -6% | -2% | -6%
CCN(CC)c1ccc(C2C3CCCCC3(O)CCN2C(=O)c2cccs2)cc1 (stereo unspecified) | 0.0% | -18% | -4% | -10% | 14% | -22% | 12% | -1%
COc1ccc(C)cc1NC(=O)C1C2C=CC(C2)C1C(=O)O (stereo unspecified) | -0.7% | -3%[46.1 µM] | 5% | -6% | -4%[38.3 µM] | 4% | -5% | -2%
COc1ccc(CN(CCN2CCOCC2)C(=O)c2c(F)cccc2F)cc1OC | 0.0% | 1%[46.1 µM] | 5% | 0% | 3%[38.3 µM] | 0% | -7% | -1%
CCN(CC)CCCCn1c(-c2ccccc2)nc2c(N(CCOC)CCOC)nc(C)nc21 | 2.6% | x | u | -8% | 17% | 2% | 0% | -5%
O=C(NC(=S)Nc1ccccc1Cl)c1cncc(C#Cc2ccccc2)c1 | 1.1% | -8%[7.67 µM] | 0% | x | x | 3% | i | x
CN1CCN(C/C(=C2/N=C(c3ccccc3)OC2=O)N(C)C)CC1 | -0.9% | 7%[46.1 µM] | -20% | -5% | 5% | 0% | -6% | 0%
CCN1CCCC1CNC(=O)c1cn(C)c2ccc(S(=O)(=O)N3CCCCCC3)cc2c1=O (stereo unspecified) | -1.7% | -3%[46.1 µM] | 0% | -6% | 9%[38.3 µM] | 9% | i | 0%
COCC(O)CSc1c([N+](=O)[O-])nc(C)n1Cc1ccc(OC)c([N+](=O)[O-])c1 (stereo unspecified) | 2.3% | -12%[46.1 µM] | -1% | 4% | 4% | -5% | 1% | 8%
O=C(COc1ccccc1C(=O)O)Nc1nc2ccc([N+](=O)[O-])cc2s1 | 4.3% | 10% | 0% | x | x | 6% | -6% | x
CNC(=S)N/N=C/c1cn(Cc2ccc(F)cc2)c2ccccc12 | 1.5% | -14% | 4% | -29% | 16% | 5% | -11% | 0%
Cc1ccc(CN(C(=O)c2ccco2)C(C(=O)NC2CCCC2)c2cccnc2)cc1 (stereo unspecified) | 4.3% | -23% | -5% | 10% | 7% | 1% | 3% | -5%
Cc1nc(C(C)N(C)Cc2nc(-c3ccc4c(c3)OCO4)no2)c(C)s1 (stereo unspecified) | -3.2% | 2% | 1% | x | 11% | 3% | i | -1%
CCCn1c(SCC(=O)c2cc(C)c(C)cc2C)n[nH]c1=O | 0.1% | -11%[46.1 µM] | 13% | -20% | 27%[38.3 µM] | 4% | i | 0%
O=C(c1cccs1)N1CCN(c2ncccn2)CC1 | -5.4% | -9%[46.1 µM] | -4% | -8% | 31%[38.3 µM] | -3% | -7% | -4%
CSC1=NCCN1C(=O)c1ccco1 | -1.9% | 19%[46.1 µM] | -2% | -22% | 7%[38.3 µM] | -4% | -4% | -6%
Cc1ccc(N(C(=O)c2csnn2)C(C(=O)NC(C)(C)C)c2cccs2)cc1 (stereo unspecified) | -0.9% | -19%[46.1 µM] | 12% | -4% | -16%[38.3 µM] | 12% | -5% | -1%
C#CC(C)(CC)NC(=O)Cn1nnc(-c2cccc(C(F)(F)F)c2)n1 (stereo unspecified) | 0.3% | 15% | 1% | -23% | -10% | 8% | -21% | 2%
Cc1ccn2c(C=O)c(-c3ccc(F)cc3)c(C=O)c2c1 | -1.3% | -37% | -7% | -12% | u | 93%[activator] | -1% | -2%
Cc1ccccc1NC(=O)Nc1ccccc1C(N)=O | -3.2% | 15% | -4% | x | 6% | -3% | -7% | 2%
CCCSc1nnc2nc3c(nn12)c1ccccc1n3C | -0.8% | -19%[46.1 µM] | -6% | 22% | 17%[38.3 µM] | 9% | i | 2%
COC(=O)C1C(=O)NC(SC)=C(C#N)C1c1ccccc1F (stereo unspecified) | -1.0% | -5% | 2% | -10% | 11% | 1% | 2% | 3%
C=CCN1CCc2c(cc(O)c(O)c2Cl)C(c2cccc(C)c2)C1 (stereo unspecified) | 1.1% | x | 14µM* | 12% | 0% | 2% | -8% | 4%
Cc1ccccc1N1CCN(Cc2c(C#N)c3ccccc3n2C)CC1 | -0.4% | -4%[46.1 µM] | 0% | -10% | 0%[38.3 µM] | -2% | -4% | -3%
COc1cc(C(Nc2ccc3c(c2)OCO3)C(=O)NC2CCCCC2)cc(OC)c1OC (stereo unspecified) | 0.9% | 5%[46.1 µM] | 28µM* | -42%[inhibitor] | 36%[activator][38.3 µM] | 0% | 2% | -1%
Cc1cc(C)c2c(N)c(C(=O)NN3CC(=O)N(c4ccccc4F)CC3=O)sc2n1 | 0.0% | 15%[46.1 µM] | u | -2% | 1%[38.3 µM] | 9% | i | -5%
CCC(CC)NC(=O)Cc1ccc(F)cc1 | -3.5% | 7% | 4% | 20% | 5% | 9% | 13% | 2%
CC(C)n1c(SCc2cc(=O)[nH]c3ccccc23)nc2c1c(=O)n(C)c(=O)n2C | 0.0% | 1%[46.1 µM] | 2% | u | 32%[38.3 µM] | 2% | -1% | -1%
CCC(=O)N1CCC2(CC1)Oc1ccc(F)cc1C(=O)C21CC(c2ccccc2)=NO1 (stereo unspecified) | -0.1% | 3% | 7% | x | x | -3% | -6% | x
O=C(c1ccc(CS(=O)(=O)Cc2ccc(Cl)cc2)o1)N1CCCC1 | -1.0% | 0%[46.1 µM] | 11% | -32%[inhibitor] | 6%[38.3 µM] | 0% | -3% | -2%
NC(=O)COC(=O)CNC(=O)c1ccc(Cl)cc1 | -0.9% | 0%[46.1 µM] | 3% | -3% | -36%[38.3 µM] | -9% | 0% | 0%
COc1ccc(/C=C/C(=O)Nc2ccc3nc4n(c(=O)c3c2)CCCC4)cc1 | -0.3% | 3% | u | x | -19% | 7% | -8% | x

Given tab-delimited: part of the list above
structure	Epigenetic reg	NPSR antagonist	JMJD2E inh	SMN2 splice enh	IMPase Li cell	RGS12 GoLoco inh	RECQ1 helicase	KinaseGlo FLuc
Cc1ccccc1NC(=O)Nc1ccccc1C(N)=O	-3.2%	15%	-4%	x	6%	-3%	-7%	2%
CCCSc1nnc2nc3c(nn12)c1ccccc1n3C	-0.8%	-19%[46.1 µM]	-6%	22%	17%[38.3 µM]	9%	i	2%
COC(=O)C1C(=O)NC(SC)=C(C#N)C1c1ccccc1F (stereo unspecified)	-1.0%	-5%	2%	-10%	11%	1%	2%	3%
C=CCN1CCc2c(cc(O)c(O)c2Cl)C(c2cccc(C)c2)C1 (stereo unspecified)	1.1%	x	14µM*	12%	0%	2%	-8%	4%

Remaining list, next part
SMILES | Epigenetic reg | NPSR antagonist | JMJD2E inh | SMN2 splice enh | IMPase Li cell | RGS12 GoLoco inh | RECQ1 helicase | KinaseGlo FLuc
COc1ccc(C2N(c3cc(C)on3)C(=O)C3CCCN32)cc1OC (stereo unspecified) | -1.1% | -5%[46.1 µM] | 2% | -6% | -2%[38.3 µM] | -10% | -3% | -1%
CCN(CC)c1ccc(C=C(c2nnnn2-c2ccc(C)cc2)c2nnnn2-c2ccc(C)cc2)cc1 | 0.0% | -19% | -5% | u | 1% | 8% | -8% | 3%
CCOC(=O)C(NC(=O)c1ccccc1)(Nc1cc(C)on1)C(F)(F)F (stereo unspecified) | -1.1% | -7%[46.1 µM] | 0% | 3% | 5% | -8% | -7% | 0%
C=CCOC(=O)C1=C(C)OC(N)=C(C#N)C1c1c(C)nn(-c2ccccc2)c1Cl (stereo unspecified) | 2.0% | u | -8% | -3% | 18%[38.3 µM] | 16% | -13% | -2%

The list is partial. The share of hits here may be higher or lower than overall.
